CF NFkB inh = blocks PAF-induced NF-kB reporter in cystic fibrosis cells; KKLEB NF-kB-GFP reporter, GFP fluorescence overnight; inhibition, % at 5 µM; 360,000 tested, 0.86% active;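 active means at least 50% inhibition at 5 µM, scaled per plate between neutral and stimulator controls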;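 further: PAF is a Pseudomonas aeruginosa culture filtrate used as stimulus; plate controls were PAF-stimulated DMSO wells for no effect and unstimulated DMSO wells for full effect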
KKLEB tox = CF airway cell cytotoxicity counter-screen; AID 602141; activity change (cytotoxicity), % at 5 µM; 360,000 tested, 0.36% active; KKLEB CF airway cells viability, ATPlite luminescence, overnight; active compounds read low; cells stimulated with P. aeruginosa culture filtrate;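 active means corrected activity change at or below -50% at 5 µM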
TRAIL sens C8 = sensitizes caspase-8 expressing cells to TRAIL | 360,000 tested, 1% active | inhibition (viability loss, TRAIL sensitization), % at 10 µM | NB7+C8 cells + TRAIL, ATPlite viability luminescence;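 active means compounds causing at least 50% loss of cell viability in the single-dose screen, relative to plate controls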
NR2E3 ag-1 = agonists of human nuclear receptor NR2E3; inhibition of corepressor binding, % at 4.78 µM; AID 2300; 320,000 tested, 0.12% active; Q9Y5X4; GST-NR2E3/biotin-RetCOR TR-FRET, 1536-well;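 active means percent inhibition above the cutoff of mean plus 3 SD of all tested compounds, set per screening campaign, cut at about 20% in these data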;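 further: 0% = DMSO wells and 100% = biotin wells as full block of FRET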
Target sequence (Q9Y5X4 whole entry, looked up): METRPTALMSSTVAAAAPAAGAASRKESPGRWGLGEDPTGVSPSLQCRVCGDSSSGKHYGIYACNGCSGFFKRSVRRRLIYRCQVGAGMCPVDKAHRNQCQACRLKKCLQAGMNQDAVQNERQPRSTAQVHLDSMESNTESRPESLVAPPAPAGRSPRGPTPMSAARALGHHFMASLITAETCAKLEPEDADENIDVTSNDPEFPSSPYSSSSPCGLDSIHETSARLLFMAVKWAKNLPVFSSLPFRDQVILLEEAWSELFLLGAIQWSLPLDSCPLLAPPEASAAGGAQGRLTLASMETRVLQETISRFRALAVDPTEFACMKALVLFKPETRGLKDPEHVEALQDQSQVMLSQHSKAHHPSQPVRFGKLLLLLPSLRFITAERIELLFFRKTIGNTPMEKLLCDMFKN
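Assay system: NR2E3–RetCOR corepressor complex. Quantity: 1.35 nM GST-NR2E3. Buffer or medium: pH 7.5 Tris-based buffer. Reagent: biotinylated RetCOR corepressor at 7 nM final. Schedule: 5 h at 4 °C. Detection: TR-FRET, emission read at 617 and 671 nm. Replicates: one well per compound, singlicate testing.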
HIF-2a block = blocks HIF-2a reporter activity; 786-0 RCC cells HIF-2a reporter, luciferase luminescence, overnight; 360,000 tested, 0.72% active; inhibition, % at 18.8 µM;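 active means inhibition of the luminescence signal of 40% or more relative to plate controls, in a single-dose primary screen at 18.75 µM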
hiPSC survival = increases survival of single human iPS cells | survival enhancement, % at 20 µM | 360,000 tested, 0.044% active | hiPSC single-cell survival, ATPlite luminescence; 100% = ROCK inhibitor wells, 0% = DMSO; in the data active means survival enhancement above about 18%;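 further: cells exposed to compounds for 16 hours before the ATP read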
NR2E3 ag-2 = activates human NR2E3 receptor. AID 602229. CHO-S Gal4-NCOR/VP16-NR2E3 two-hybrid, luciferase. inhibition of corepressor binding, % at 3.98 µM. 360,000 tested, 0.35% active;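 active means inhibition above the mean of all tested compounds plus 3 SD, cut at about 70% in these data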;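 further: 0% = DMSO with NR2E3 transfected cells and 100% = cells lacking NR2E3 construct; higher means lower luciferase signal from less NR2E3 corepressor binding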
Peg3 promoter = Peg3 promoter activity inhibition; HeLa PEG-Prom luciferase reporter, luminescence, overnight; 360,000 tested, 1.7% active; inhibition, % at 20 µM; AID 588405;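 active means inhibition of at least 50% at 20 µM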
Shn3 3UTR inh = reduces Shn3 3'UTR luciferase signal in osteoblasts | 360,000 tested, 0.52% active | inhibition, % at 12.5 µM | Clone20 osteoblast Shn3 3'UTR firefly luciferase, 24 h;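 active means mean inhibition of at least 75% with every replicate also reaching 75%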;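 further: 0% = median of neutral control wells and 100% = pilot-screen positive control compound; some compounds past the cut are filed as inactive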
LMP1 NFkB inh = reduces LMP1-driven NF-kappaB luciferase signal | LMP1-induced NF-kappaB luciferase reporter cells, luminescence | inhibition, % at 12.5 µM | 350,000 tested, 0.69% active | AID 504558; in the data active means inhibition above about 41%;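 further: 0% = neutral control wells and 100% = reference inhibitor control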
MITF TRPM1 inh = reduces MITF-dependent TRPM1 promoter luciferase signal; 330,000 tested, 0.83% active; inhibition, % at 12.5 µM; AID 488899; SK-MEL-5 TRPM1 promoter luciferase, 24 h;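 active means mean inhibition across replicates of 60% or more, whatever share of single replicates reaches that level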; further: values of inactives mirror those of a sister screen read the other way
The depositor's hits bear a star; . = no result given.

SMILES	CF NFkB inh	KKLEB tox	TRAIL sens C8	NR2E3 ag-1	HIF-2a block	hiPSC survival	NR2E3 ag-2	Peg3 promoter	Shn3 3UTR inh	LMP1 NFkB inh	MITF TRPM1 inh
Nc1ccc(-c2nc3c(Cl)cc(N)cc3[nH]2)cc1	-5	-4	2	-13	88*	0.8	29	12	68	13	76*
O=C(/C=C/c1ccc2c(c1)OCO2)Nc1cc(S(=O)(=O)N2CCOCC2)ccc1N1CCOCC1	-6	-8	-9	1	26	-1.6	-22	4	-29	-9	-2
CCCN(CCC)S(=O)(=O)c1nc2nc(C)cc(C)n2n1	7	5	18	3	14	-0.6	-10	6	-22	-11	-5
Nc1c(C(=O)NCc2ccco2)c2nc3ccccc3nc2n1CCc1ccccc1F	11	-16	-4	0	-48	1.8	-30	42	2	-4	2
COc1cccc(CNc2nc3ccccc3n2C(C)C)c1O	-5	5	-7	.	-2	-0.2	-19	-8	10	-5	-13
CN1CCC(OC(=O)C23CCC(C)(C(=O)O2)C3(C)C)CC1 (stereo unspecified)	1	4	10	2	5	4.4	-7	-1	-7	-5	-8
O=C(NCCN1CCOCC1)C1CCN(c2ncnc3c2sc2cccc(F)c23)CC1	-17	-15	3	2	4	-1.4	-11	-1	76	14	8
C/C(=N\NC(=O)C(O)c1ccccc1)c1ccc(Cl)s1 (stereo unspecified)	-20	0	-2	2	-3	-0.4	-6	12	3	-1	9
CN(Cc1nc(Cc2cccc(C(F)(F)F)c2)no1)C1CC(C)(C)NC(C)(C)C1	16	6	-2	-3	1	0.2	-6	14	6	-4	-1
O=C(NCC(c1ccccc1Cl)N1CCCC1)C1CCN(C(=O)Nc2ccccc2)CC1 (stereo unspecified)	-9	0	-7	2	-3	0.6	2	8	-1	-1	3
CCOc1ccccc1CN1CCC(n2nccc2NC(=O)CCc2ccccc2)CC1	-4	7	5	0	5	-0.5	-23	19	3	-5	1
Cc1cc(=O)[nH]c(-n2[nH]c(C)cc2=O)n1	-7	5	-6	1	-2	-1.0	12	-24	-1	0	0
Cc1ccsc1CNCC(O)c1ccccc1 (stereo unspecified)	-2	-12	-12	-2	-14	-0.4	0	-19	-24	1	13
Cc1ccc(SCCNC(=O)CN(c2ccc3c(c2)OCO3)S(C)(=O)=O)cc1	-14	0	0	0	0	-1.6	6	1	0	-5	-2
Cc1cc(=O)oc2cc(OC(C)C(=O)NCCc3ccc(S(N)(=O)=O)cc3)ccc12 (stereo unspecified)	-19	7	0	-1	0	0.5	-21	3	14	-6	0
COc1cc(NC(=S)NCc2ccco2)cc(OC)c1OC	11	-5	0	-2	18	-0.6	-12	-5	0	2	17
CC1(C)CC(=O)C(C(c2ccc(Br)cc2)C2C(=O)CC(C)(C)CC2=O)C(=O)C1	7	2	3	0	13	-0.4	1	12	-5	-5	7
Cc1cccn2c(=O)c3cc(C(=O)NCCCn4ccnc4)n(C)c3nc12	-4	0	-3	-1	-17	3.5	-4	1	4	2	3
Nc1nc(SCc2ccccn2)c2ncn(C3CCCC3)c2n1	2	-10	1	.	-112	-2.0	-22	-63	12	-5	-9
O=C1c2sc3nc4n(c(=O)c3c2CCC1Br)CCCCC4 (stereo unspecified)	4	3	-1	2	-168	-2.5	-59	-162	-67	-13	-21
CCC(C)c1ccc(NC(=O)N2CCN(C(=O)C3CCCO3)CC2)cc1 (stereo unspecified)	-19	2	2	0	2	0.2	-10	20	-1	-6	-5
Nc1c(-c2ccccc2)c(CSc2nc3ccccc3[nH]2)nn1-c1cccc(C(=O)O)c1	0	11	-5	2	13	4.1	2	3	9	-3	9
NS(=O)(=O)c1cccc(NC(=O)CSc2nnc(-c3ccccc3)o2)c1	-28	15	30	.	-88	8.1	-33	-93	-18	-4	-15
O=C(Nc1ccc(Cl)cc1)c1ccc2c(=O)n3c(nc2c1)CCCCC3	5	-15	27	0	-222	0.3	-9	-236	-37	-23	.
CCN(C(=O)COC(=O)c1ccc(C)c(S(=O)(=O)N2CCOCC2)c1)C1CCS(=O)(=O)C1 (stereo unspecified)	14	-9	6	0	4	-0.4	25	-3	4	0	-5
CC(C(=O)N1CCCC1)N(C)CC(=O)Nc1cccc(F)c1 (stereo unspecified)	-12	-1	-14	-3	13	-0.4	-6	4	1	1	8
O=C(c1ccc([N+](=O)[O-])s1)N1CCc2ccccc21	-8	10	-4	-3	-39	0.0	-14	-95	-16	-9	30
CC[C@]12c3[nH]c4ccc(Cl)cc4c3CCN1C(=O)[C@@H](CC(=O)NCCc1ccccn1)C[C@@H]2C(=O)N1CCN(C(=O)C2CC2)CC1	-2	5	0	.	1	8.7	-16	0	1	9	-5
O=C(CSc1nnc(Cc2cc(=O)[nH]c(=O)[nH]2)n1-c1ccccc1)NCC1CCCO1 (stereo unspecified)	-2	2	21	-3	-9	-0.5	-4	-24	2	-1	8
CCn1nc(C(=O)Nc2cccc(C(F)(F)F)c2)c(Cl)c1Cl	-20	-8	5	0	-21	1.1	-11	-1	-9	4	2
NC(N)=NC(N)=Nc1ccc(SC(F)(F)F)cc1	7	-3	-2	-5	34	-0.8	42	12	68	-2	-1
CCCCn1c(=O)[nH]c(=O)c2c1nc(-c1ccc(C)c([N+](=O)[O-])c1)n2CC	6	4	-2	2	17	-0.6	-8	25	12	10	1
O=C(Nc1nccs1)c1cc([N+](=O)[O-])ccc1Cl	-1	-4	-4	2	30	-0.5	-30	38	-28	-3	-6
C/C(=N\Nc1nncc2ccccc12)c1ccc(C(C)(C)C)cc1	10	-7	13	-1	-172	-0.1	-98	-264	-35	-23	-47
Cc1ccc(N2CC(C(=O)Nc3c(C)n(C)n(-c4ccccc4)c3=O)CC2=O)cc1 (stereo unspecified)	5	-8	-10	2	22	-0.7	-16	15	-17	6	-2
COc1cc(/C=N/NC(=O)c2nc(-c3ccccc3)n(-c3ccccc3)n2)ccc1O	13	11	8	-2	-4	0.8	0	-4	1	13	-8
CC1(OC(=O)CCc2ccccc2)C(=O)C=C2C=C(c3ccc(C#N)cc3)N(C3CCCC3)C=C2C1=O (stereo unspecified)	-18	4	-7	2	4	-0.6	-17	2	-2	-1	7
CC1(c2nnc(-c3ccc(F)cc3)o2)CC(c2ccccc2)=NO1 (stereo unspecified)	11	-8	6	2	-36	-0.8	10	-17	-23	-4	.
O=C1NC(=O)C(c2cccs2)(c2cccs2)N1	-20	16	-4	-2	2	-0.4	-12	3	7	-2	-3
CCOc1cc(C=O)ccc1OCC(=O)NC(C)(C)C	-10	11	-1	2	27	-2.7	-23	17	0	2	-6
Cc1cc(-c2n[nH]c(=S)n2/N=C/c2c[nH]c3ccccc23)n[nH]1	19	-6	-16	-1	6	-0.2	4	0	4	9	15
NS(=O)(=O)c1ccc(NC(=O)CN2C(=O)C3C4C=CC(C4)C3C2=O)cc1 (stereo unspecified)	-8	2	-2	2	3	1.6	-13	-34	-6	0	-3
Fc1ccc2c(c1)C(c1ccc(N3CCOCC3)cc1)=NNC(c1cccs1)=N2	-2	-2	20	-1	3	-2.1	-15	8	73	-8	-5
O=C(COC(=O)c1ccccc1O)NC1CCCc2ccccc21 (stereo unspecified)	6	9	-6	.	10	-0.4	-29	-10	9	6	-12
COc1cccc(-c2nc(CS(=O)(=O)c3ccccc3)no2)c1	0	-4	-2	-2	-193	-3.8	-161	-226	-47	-22	-79
O=C(CCCN1C(=O)c2ccccc2C1=O)Nc1ccc(S(=O)(=O)N2CCOCC2)cc1	-11	-2	-9	0	17	2.7	-27	-18	-22	-2	6
COCCn1c(SCC(=O)OCc2ccccc2)nc2c1c(=O)[nH]c(=O)n2C	-15	22	-12	-3	6	-1.1	-10	14	-22	-2	-1
CC(Nc1cc(N2CCOCC2)ccc1[N+](=O)[O-])c1ccccc1 (stereo unspecified)	14	-15	-4	0	32	-0.7	-1	-1	1	-6	2
Cc1cnc(C(=O)OCc2ccc(C#N)cc2)cn1	9	-3	5	2	0	2.8	-19	-6	7	-6	-5
O=C(Cc1c(F)cccc1Cl)Nc1cccnc1	-11	2	-5	-2	-3	-2.0	-15	13	-5	-3	-4

Quoted at random: 2 records from the list, in no set order.
SMILES	CF NFkB inh	KKLEB tox	TRAIL sens C8	NR2E3 ag-1	HIF-2a block	hiPSC survival	NR2E3 ag-2	Peg3 promoter	Shn3 3UTR inh	LMP1 NFkB inh	MITF TRPM1 inh
Cc1cc(-c2n[nH]c(=S)n2/N=C/c2c[nH]c3ccccc23)n[nH]1	19	-6	-16	-1	6	-0.2	4	0	4	9	15
O=C(CCCN1C(=O)c2ccccc2C1=O)Nc1ccc(S(=O)(=O)N2CCOCC2)cc1	-11	-2	-9	0	17	2.7	-27	-18	-22	-2	6

HIF-2a block: entries above that show a hit.
smiles | CF NFkB inh | NR2E3 ag-1 | HIF-2a block | NR2E3 ag-2 | Peg3 promoter | Shn3 3UTR inh | LMP1 NFkB inh | MITF TRPM1 inh
Nc1ccc(-c2nc3c(Cl)cc(N)cc3[nH]2)cc1 | -5 | -13 | 88* | 29 | 12 | 68 | 13 | 76*

(cont.)
SMILES	CF NFkB inh	KKLEB tox	TRAIL sens C8	NR2E3 ag-1	HIF-2a block	hiPSC survival	NR2E3 ag-2	Peg3 promoter	Shn3 3UTR inh	LMP1 NFkB inh	MITF TRPM1 inh
COc1cccc(OC)c1C(=O)OCC(=O)N(C)c1ccccc1	1	0	-1	-1	2	0.3	4	6	28	2	-4
Cc1cc(C)nc(SSc2nc(C)cc(C)n2)n1	8	-12	4	3	25	-0.6	-16	4	-2	-11	7
O=C(O)c1ccc2c(=O)n3c(nc2c1)/C(=C/c1ccc(OC(F)F)cc1OC(F)F)CC3	3	3	-3	0	22	-0.4	-3	3	-1	4	-16
COc1ccc(C2=NN(C(=O)c3cccnc3)C(c3ccccc3)C2)cc1 (stereo unspecified)	10	-10	-6	1	-6	-1.6	-2	15	5	2	-10
O=C(CCN1C(=O)/C(=C\c2cccs2)SC1=S)Nc1ccc(C(=O)O)cc1	12	6	5	1	15	-0.3	-10	13	-6	-1	-4
C[C@@H](NC(=O)Cn1cnc2c(OCc3ccccc3)ncnc21)c1cccc2ccccc12	-5	-18	8	.	-6	-4.4	-25	-14	14	0	-8
c1ccc2oc(-c3ccc4nc[nH]c4c3)nc2c1	-58	13	37	3	-311	-2.9	-171	-316	-44	-25	-94
COc1ccc(NC(=O)COC(=O)c2ccc3c(c2)OCCO3)cc1OC	-2	-13	8	-1	3	-0.3	2	9	6	2	3
CCOC(=O)C1=C(C)NC(=O)N(C(C)=O)C1c1ccc(Cl)cc1 (stereo unspecified)	8	4	-13	0	11	-1.2	-7	24	5	-24	5
O=C(NOC(=O)c1ccccc1F)c1ccc(OC(F)F)cc1	-16	-19	3	0	7	0.8	-14	12	6	11	7
COc1ccc(-c2csc(Nc3ccc(S(=O)(=O)Nc4cc(OC)nc(OC)n4)cc3)n2)cc1	-4	-8	-5	0	19	1.0	4	7	-1	-14	-12
COc1ccc(NC(=S)N(CCC(C)C)C2CCN(C(C)C)CC2)cc1Cl	8	0	14	5	-35	0.3	-8	-20	18	10	-28

Bioassay records deposited in PubChem BioAssay by several laboratories.

The list is partial; the hit share may differ from the screen's.
